Screening results from PubChem.
bIAP inh: intestinal alkaline phosphatase (bovine) inhibition. 190,000 tested, under 10 active. AID 1019. purified bovine IAP, CDP-star luminescence, 30 min. inhibition, % at 20 µM;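 active means over 50% inhibition of intestinal alkaline phosphatase at 20 µM in the single-dose screen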
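test system = bovine IAP enzyme | medium = DEA buffer 100 mM, pH 9.8, with MgCl2 1.0 mM, ZnCl2 0.02 mM | detection = luminescence | dosing = single compound dose of 20 µM, 2% DMSO final | incubation = 30 min reaction at room temperature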
TLR4-MyD88 BLA: blocks binding of human TLR4 to MyD88. O00206+Q99836. HeLa CL3-4 TLR4/MyD88 BLA complementation, FRET ratio. inhibition, % at 8.4 µM. 0.18% of 200,000 active. AID 861; in the data active means inhibition above about 25%;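 further: 0% = vehicle and 100% = reference inhibitor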
ROMK primary: modulators of human ROMK potassium channel; P48048; Tet-inducible ROMK, thallium flux fluorescence; actives lie on both sides; B-score at 10 µM; 2% of 130,000 active;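 active means signal ratio slope over the read window, or its plate-corrected B-score, at least 3 SD from the plate mean, either direction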;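 further: B-score of the F/F0 ratio slope over 7 to 12 s after thallium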
Target sequence (P48048 whole entry, looked up): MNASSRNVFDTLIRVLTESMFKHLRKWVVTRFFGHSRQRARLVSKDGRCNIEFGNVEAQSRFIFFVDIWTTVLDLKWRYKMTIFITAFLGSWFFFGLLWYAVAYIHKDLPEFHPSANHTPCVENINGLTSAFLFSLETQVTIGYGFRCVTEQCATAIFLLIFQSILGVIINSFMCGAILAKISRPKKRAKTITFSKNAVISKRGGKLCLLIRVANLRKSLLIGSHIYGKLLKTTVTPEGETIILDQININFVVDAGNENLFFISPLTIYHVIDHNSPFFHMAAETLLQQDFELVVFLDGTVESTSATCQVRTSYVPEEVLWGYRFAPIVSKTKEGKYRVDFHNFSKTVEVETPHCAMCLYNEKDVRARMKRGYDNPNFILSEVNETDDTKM
Lmaj promast: reduces viability of Leishmania major promastigotes | resazurin fluorescence viability | inhibition, % at 10 µM | 9% of 200,000 active; in the data active means inhibition above about 50%;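 further: promastigotes grown with compound for 44 hours at 28 °C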
TR-FRET SRC-2 ct: counter-screen for PPARgamma SRC-2 recruitment agonists: TR-FRET artefact; stronger effect = higher value; 0.4% of 200,000 active; TR-FRET ratio at 8 µM; in the data active means TR-FRET ratio above about 2000; further: inactives centre near 1500
PPARg SRC-2 ag: agonists of SRC-2 recruitment by human PPARgamma; P37231; PPARgamma LBD-SRC-2 recruitment, biochemical; activation, % at 8 µM; 0.34% of 200,000 active; in the data active means activation above about 22%;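 further: 0% = vehicle and 100% = reference agonist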
Target sequence (P37231 whole entry, looked up, the tested form may be a part): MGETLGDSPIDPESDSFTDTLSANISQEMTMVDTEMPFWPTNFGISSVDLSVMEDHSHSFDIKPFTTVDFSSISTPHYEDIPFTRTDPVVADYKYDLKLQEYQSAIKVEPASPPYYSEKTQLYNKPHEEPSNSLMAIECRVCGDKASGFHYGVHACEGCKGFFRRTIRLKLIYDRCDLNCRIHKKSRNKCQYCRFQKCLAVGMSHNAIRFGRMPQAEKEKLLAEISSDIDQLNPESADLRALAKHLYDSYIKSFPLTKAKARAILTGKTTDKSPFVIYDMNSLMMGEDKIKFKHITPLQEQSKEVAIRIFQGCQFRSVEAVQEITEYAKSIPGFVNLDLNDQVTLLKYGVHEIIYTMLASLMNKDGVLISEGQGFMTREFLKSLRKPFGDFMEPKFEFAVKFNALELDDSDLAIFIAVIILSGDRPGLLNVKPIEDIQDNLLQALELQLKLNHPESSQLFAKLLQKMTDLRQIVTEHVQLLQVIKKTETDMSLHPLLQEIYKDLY
DTT redox prof: compounds producing H2O2 with reducing agent – biochemical, NIH compound library profiling, artefact control for MLSCN library redox annotation, primary screen | 0.03% of 200,000 active | activation, % at 10 µM | DTT-dependent redox cycling H2O2, phenol red/HRP absorbance; 100% = 100 µM peroxide control, 0% = buffer | AID 878;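 active means activation of at least 50% relative to the plate's high and low controls in the primary single-dose screen; inactive means activation below 50%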;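 further: compound incubated with DTT at 0.8 mM final as the reducing agent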
bIAP act: intestinal alkaline phosphatase (bovine) activation | purified bovine IAP, CDP-star luminescence, 30 min; stronger effect = higher value; fold of DMSO-control signal, blank-subtracted | 0.17% of 200,000 active | AID 1016 | activation factor at 20 µM;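 active means activation factor of 2 or more at 20 µM, a signal rise over negative controls twice the positive control's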
S1P3 antagonist: S1P3 (human) receptor antagonism; inhibition, % at 4.98 µM; 0.27% of 170,000 active; CHO S1P3 NFAT-BLA reporter, FRET fluorescence, antagonist mode; AID 485;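 active means inhibition above the plate cutoff, the mean inhibition of test wells on that plate plus 3 SD, cut at about 28% in these data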;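 further: cells challenged with S1P at its EC80 of 0.8 µM; blue over green emission ratio from cleaved BLA substrate after 4 h stimulation; 0% = S1P-stimulated wells and 100% = unstimulated DMSO-only wells; some compounds past the cut are filed as inactive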
PPARg SRC1 recr: promotes SRC-1 coactivator recruitment by human PPARgamma; PPARgamma-SRC-1 coactivator recruitment biochemical assay; activation, % at 8 µM; 0.41% of 200,000 active; AID 631; in the data active means activation above about 19%;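 further: 0% = DMSO and 100% = reference agonist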
PPARg SRC-3 ag: PPARgamma-driven SRC-3 recruitment agonism | P37231 | biochemical PPARgamma/SRC-3 coactivator recruitment assay | activation, % at 8 µM | 0.26% of 200,000 active | AID 731; in the data active means activation above about 23%;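 further: 0% = DMSO and 100% = reference agonist; some compounds past the cut are filed as inactive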
An asterisk follows results filed as active; / = not tested or not shown.

SMILES	bIAP inh	TLR4-MyD88 BLA	ROMK primary	Lmaj promast	TR-FRET SRC-2 ct	PPARg SRC-2 ag	DTT redox prof	bIAP act	S1P3 antagonist	PPARg SRC1 recr	PPARg SRC-3 ag
O=C(N/N=C/c1ccccc1)c1ccc(N2CCOCC2)c([N+](=O)[O-])c1	-37	5	-0.53	0	1598	-3	0.0	1.4	-4	3	2
CC1CC(C)CN(C(=O)COC(=O)c2cccc([N+](=O)[O-])c2)C1 (stereo not given)	-15	-1	/	0	1534	3	-0.3	1.1	-24	0	-3
COCCNC(=O)c1cc2sccc2n1C	1	-7	-0.24	-5	1324	0	-1.6	1	-15	-15	4
COc1ccc(CCNC(=O)NC(C(F)(F)F)C(F)(F)F)cc1OC	0	10	1.5	-5	1383	2	0.7	1	6	0	-12
COc1ccc(N=C2NC(=O)/C(=C\C=C\c3ccccc3)S2)cc1	3	18	/	-4	1758	4	0.1	1	-12	-2	2
Cc1cccc(C(=O)NCC(c2ccco2)N(C)C)c1 (stereo not given)	3	1	0.038	9	1535	-10	0.2	1	-8	2	-1
COc1ccc(S(=O)(=O)N2CCN(c3ccc4nnc(-c5ccc(F)cc5)n4n3)CC2)cc1	-3	-6	/	99*	1928	15	-0.8	1	-31	0	-4
O=C(Nc1ccc([N+](=O)[O-])cc1)C1C(c2ccccc2)=C1c1ccccc1	4	11	/	12	1607	2	1.9	1	/	-8	-9
COc1ccc(N2CCN(Cc3nc(-c4ccccc4)no3)CC2)cc1	-10	-2	-0.61	-6	1564	11	0.3	1.1	3	-2	0
O=c1c([N+](=O)[O-])cc(C(F)(F)F)cn1Cc1c(Cl)cccc1Cl	-7	1	/	4	1536	-6	3.0	1.1	/	4	-15
O=C(COC(=O)COc1ccc(Cl)cc1Cl)Nc1cccnc1Cl	-3	1	0.33	-4	1671	3	0.0	1	-2	7	7
COc1ccc(-c2[nH]ncc2CN(Cc2nccn2C)C(C)C)cc1F	-12	-5	0.11	/	1728	4	/	1.1	20	3	-3
Cn1nc(CC(=O)N2CCN(c3ccccc3)CC2)c2ccccc2c1=O	4	-3	/	1	1486	2	0.6	1	-4	-6	-1
CN(C)c1nnc(-c2ccc(Cl)cc2)o1	-5	-1	0.57	-2	1487	-5	0.0	1.1	-1	0	3
Cc1sc(NC(=O)CSc2nc(N)n(CC(=O)c3ccccc3)n2)c(C#N)c1C	-4	11	/	-7	1506	-1	0.0	1	4	3	2
CC(C)NC(=O)c1cc(C(=O)c2cc(Cl)ccc2O)coc1=N	-5	1	-0.22	-8	1627	-3	0.3	1.1	10	5	7
Cc1ccc(Nc2c(-c3ccc(N4CCOCC4)cc3)nc3ncccn23)cc1	-9	-2	-1.1	5	1529	11	-0.5	1.1	-1	0	7
C=CCCC(=O)Nc1nc(C)c(-c2csc(Nc3ccc(Cl)cc3)n2)s1	1	21	/	41	1387	3	12	1	/	-6	-9
Cn1c(=O)c2ncn(CC(=O)Nc3cccc(-c4nc5ccccc5s4)c3)c2n(C)c1=O	-4	-5	/	-1	1505	1	3.5	1	/	-2	6
CCCSc1cc(=O)n(-c2ccccc2)nc1C(=O)O	-14	8	-0.37	-15	1764	2	-1.8	1.1	-17	3	-3
CC1CN(c2nc3c(c(=O)n(Cc4ccc(Cl)cc4)c(=O)n3C)n2C)CC(C)O1 (stereo not given)	0	0	/	0	1465	-2	-1.1	1	15	-12	-9
COC(=O)C1=C(C)Nc2nnnn2C1c1cc(OC)ccc1OC (stereo not given)	0	-10	/	-1	1496	4	1.9	1	1	-2	-11
O=C(c1ccccc1)N1CCN(S(=O)(=O)N2CCOCC2)CC1	-7	10	-0.24	-13	1481	3	-0.4	1.1	-11	-2	2
C/C(=N\NC(=O)c1ccccc1)c1ccc(N2CCCCC2)cc1	-2	-3	0.15	-5	1695	3	-0.2	1	-3	2	1
Cc1cccc(C)c1NC(=O)CCCSc1nnc(N)s1	-7	12	-0.2	-4	1491	-1	-0.3	1.1	-13	10	0

Next compounds follow.
SMILES	bIAP inh	TLR4-MyD88 BLA	ROMK primary	Lmaj promast	TR-FRET SRC-2 ct	PPARg SRC-2 ag	DTT redox prof	bIAP act	S1P3 antagonist	PPARg SRC1 recr	PPARg SRC-3 ag
Cc1cc(NC(=O)CCC(=O)N(CC(=O)NC2CCCC2)Cc2ccccc2Cl)no1	1	2	/	0	1550	3	1.8	1	-23	-4	-3
O=C(Nc1cccc(C(F)(F)F)c1)c1cc(S(=O)(=O)N2CCCCC2)ccc1N1CCOCC1	18	4	/	11	1699	11	-0.5	0.8	/	2	2
CC(=O)N(C(C)=O)C1=C(C#N)C2(CCCCC2)Cc2ccccc21	4	-8	/	-1	1659	9	0.5	1	/	0	6
O=C(NC(=S)NCc1ccco1)c1ccccc1	10	-1	-0.39	13	1683	10	-0.9	0.9	5	20	2
CCn1c(SCC(=O)c2ccc(Br)cc2)nnc1C(C)NC(=O)Cc1ccc(OC)cc1 (stereo not given)	15	9	-0.032	-6	1530	0	0.1	0.8	/	-4	0
COc1cnc(-c2ccccn2)nc1Sc1ccc(C)cc1	-8	14	-4.4*	100*	1441	-4	-0.5	1.1	-4	-5	-2
CCOC(=O)COc1ccccc1/C=C1/NC(=O)NC1=O	-12	-18	0.16	-4	1468	10	-0.6	1.1	-9	4	-3
CCOC(=O)c1cnc2ccccc2c1NCCO	6	0	/	-3	1494	0	-0.5	0.9	/	9	-3
CSCCC(NS(=O)(=O)c1ccc(Cl)cc1)C(=O)OCC(=O)c1ccc(F)cc1 (stereo not given)	10	-3	-0.23	-6	1563	2	-0.2	0.9	4	-1	-5
COc1ccc(OC)c(C2c3c(oc4ccccc4c3=O)C(=O)N2CCCN(C)C)c1 (stereo not given)	-6	-6	/	7	1613	-6	-0.5	1.1	-33	7	10
Cc1ccc(-c2nc(CS(=O)(=O)CC(=O)N3CCc4ccccc4C3)c(C)o2)cc1	8	4	/	-3	1757	3	-0.7	0.9	-18	8	5
COC(=O)CCC(=O)N1CCc2cc(S(=O)(=O)N3CCN(c4ccccc4Cl)CC3)ccc21	-1	-18	1.1	2	1378	0	0.1	1	30	-13	-3
N#Cc1sc2nc(-c3cccs3)cc(-c3ccc(F)cc3)c2c1N	10	26*	-0.85	-2	1594	-8	0.3	0.9	18	3	3
CC(=O)c1ccc(NC(=S)N2CCN(c3cccc(Cl)c3)CC2)cc1	7	-2	2.2	23	1422	3	-0.3	0.9	-16	-6	-3
CCOC(=O)c1ccc(NC(=O)COC(=O)c2cccc(Oc3ccccc3)c2)cc1	5	-20	-0.3	-4	1520	8	-0.8	1	-7	5	8
O=C(NCc1ccc2c(c1)OCO2)C1CCC(CNS(=O)(=O)c2ccc(Cl)cc2)CC1 (stereo not given)	9	7	0.48	-2	1618	5	0.1	0.9	/	2	-9
c1ccc(N2CCN(Cc3cn4cccnc4n3)CC2)cc1	6	-20	/	-5	1604	15	-0.2	0.9	-21	-3	2
CCOC(=O)c1ccc(NC(=O)CSC(=S)N2CCOCC2)cc1	-20	-9	-1.5	97*	1427	10	-0.4	1.2	-18	12	1
O=C(O)Cn1c(SCCOc2ccccc2F)nc2ccccc21	23	1	/	-1	1513	-1	0.5	0.8	-6	2	-3
CCOc1ccc(NS(=O)(=O)c2ccc3c(c2)CCN3C(=O)C2CCC2)cc1	13	-3	0.71	-2	1744	15	0.1	0.9	/	7	-2
O=C(Nc1ccc(N2CCCC2)cc1)c1ccc2ccccc2c1	2	2	-0.24	36	1572	-4	0.5	1	-3	1	5
Nc1c(C(=O)NCc2ccco2)nnn1CC(=O)Nc1ccccc1	1	-4	1.2	-9	1565	9	0.1	1	/	-1	4
CCOC(=O)C1CCCN(C(=O)COc2ccc(N(C)S(=O)(=O)c3ccc(C)cc3)cc2)C1 (stereo not given)	-4	-7	0.88	28	1419	-3	-0.3	1	-13	-5	-11
O=C(NC1CCCC1)C(c1ccccc1)N(C(=O)c1ccco1)C1CCCC1 (stereo not given)	2	-3	/	18	1515	4	-0.1	1	/	1	5
O=C(NC1CCN(C(=S)NCc2ccco2)CC1)c1ccc(F)cc1	10	-11	/	0	1667	1	-2.2	0.9	/	2	-4

(next part)
SMILES	bIAP inh	TLR4-MyD88 BLA	ROMK primary	Lmaj promast	TR-FRET SRC-2 ct	PPARg SRC-2 ag	DTT redox prof	bIAP act	S1P3 antagonist	PPARg SRC1 recr	PPARg SRC-3 ag
CCOC(=O)CN1C(=O)C(=O)c2cc(C)ccc21	7	14	/	-7	1574	7	1.8	0.9	/	-2	6
COc1ccc(-c2[nH]ncc2CN2CCC(C(=O)N3CCOCC3)CC2)c(F)c1	-6	7	/	-6	1546	3	-0.3	1.1	-9	-3	0
CCOc1ccc(C(=O)Nc2ccccc2N2CCCC2)cc1	8	-9	/	5	1627	2	2.3	0.9	/	13	-4
COc1cccc(C(=O)NCC2CCN(c3ccc(S(=O)(=O)N4CCOCC4)cc3)CC2)c1	-77	-4	-0.28	64*	1855	7	2.0	1.8	-4	1	7
O=S(=O)(c1ccc(N2CCN(c3ccc(F)cc3)CC2)cc1)N1CCCC1	-1	-8	0.21	-3	1618	9	1.5	1	/	5	0
CC1(C)CC(=O)C(C=NCCN2CCN(C(=O)c3ccccc3)CC2)=C(O)C1	3	0	/	-5	1508	4	0.0	1	17	5	5
CCc1ccc(OCC(=O)Nc2cccc3c2CCCC3)cc1	18	6	1.2	-6	1463	0	0.2	0.8	-6	3	-4
CCn1c(SCC(=O)Nc2ccccc2)nnc1-c1ccc(S(=O)(=O)N2CCOCC2)cc1	-3	9	-0.37	4	1741	8	-0.5	1	5	-4	1
O=C(NCCc1c[nH]c2ccccc12)c1cnc2n(c1=O)CCS2	12	-5	/	-3	1486	-7	0.5	0.9	-9	3	-2
O=c1[nH]c(CN2CCN(S(=O)(=O)c3ccc4c(c3)OCCO4)CC2)nc2sc3c(c12)CCCC3	34	-1	/	27	1320	2	0.3	0.7	-12	-1	-4
Cc1cc(C(=O)OCCN2C(=O)c3ccccc3C2=O)c2ccccc2n1	-3	8	/	-7	1641	2	-7.8	1	/	0	-11
Cc1cc(C(=O)N2CCN(c3ccccn3)CC2)no1	20	14	/	-5	1574	8	-3.1	0.8	0	8	-3
O=C(C1=COCCO1)N1CCN(S(=O)(=O)c2cccc(Cl)c2Cl)CC1	-3	0	/	-4	1336	-10	0.1	1	-28	3	4
Cc1c(C)n(Cc2ccccc2)c2ncnc(N)c12	0	-8	-0.87	1	1518	2	-0.1	1	-21	8	7
CN(C)c1ccc(C(=O)OCc2ccccc2)cc1	7	-6	0.29	-7	1403	9	0.2	0.9	/	0	4
Cc1ccc(NC(=O)CSc2nnc(-c3cnccn3)n2-c2ccccc2)cc1	11	-2	/	-5	1633	5	-3.8	0.9	/	-1	4

Sorted by length of the SMILES (smallest number first): some entries from above
SMILES	bIAP inh	TLR4-MyD88 BLA	ROMK primary	Lmaj promast	TR-FRET SRC-2 ct	PPARg SRC-2 ag	DTT redox prof	bIAP act	S1P3 antagonist	PPARg SRC1 recr	PPARg SRC-3 ag
Cc1c(C)n(Cc2ccccc2)c2ncnc(N)c12	0	-8	-0.87	1	1518	2	-0.1	1	-21	8	7
CCOC(=O)CN1C(=O)C(=O)c2cc(C)ccc21	7	14	/	-7	1574	7	1.8	0.9	/	-2	6
CCn1c(SCC(=O)Nc2ccccc2)nnc1-c1ccc(S(=O)(=O)N2CCOCC2)cc1	-3	9	-0.37	4	1741	8	-0.5	1	5	-4	1
